From PubChem BioAssay
CRE-bla Fsk = CRE-bla signaling modulation under forskolin stimulation; CHO CRE-bla reporter (cAMP response element driving beta-lactamase), forskolin EC10, beta-lactamase ratio; 2.5% of 71,000 active; Potency, µM (doses to about 38.2 µM), without a hit: top-dose activity change, negative = inhibition, usual class: activators; active = well fitted activation curve with a large enough effect in the signal ratio, with a control signal flat, not every such curve was filed as active; inconclusive = small, poorly fitted or top-dose-only effect, or effect the other way, or a change in a side signal; the % refers to the signal ratio; note: potency is the fitted concentration of half-maximal effect; % of control where 0% means no effect
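The 460nm/530nm emission ratio after CCF4 loading defined %Activity, from which AC50 values were obtained. CRE-bla CHO cells received compound dilution series together with an EC10 level of NKH 477 for 3 hours at 37 degrees Celsius.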
A350 autofl = compounds fluorescent in Alexa 350 spectral region; 11% of 59,000 active; Compound autofluorescence, 340/450 nm, Alexa 350 dye-equivalents; stronger effect = higher value; max dye-equivalent concentration, M; in the data active = max dye-equivalent concentration above about 10 nM; inconclusive = mostly about 1.1 nM to 9.6 nM
BRCT PPI red = disrupts BRCA1 BRCT binding to phosphoprotein, red fluorophore readout; 0.03% of 75,000 active; Potency, µM (doses to about 76.9 µM), for the others: at the highest dose activity change, negative = inhibition, most hits filed as inhibitors; BRCT-phosphopeptide binding, red fluorescence polarization; P38398; note: % is set by controls: 0 for no effect and ±100 for the full control effect
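Fluorescence polarization: 100 nM His-tagged BRCA1 BRCT with 100 nM TAMRA-labelled phospho-BACH1 decapeptide, phosphate buffer pH 7.3 with 150 mM NaCl, DTT, 0.01% Tween 20; 12 min RT. Binding inhibition seen as FP decrease.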
4-MU autofl = 4-MU region autofluorescence; compound autofluorescence, 340/450 nm, 4-MU equivalents; stronger effect = higher value; max dye-equivalent concentration, M; 11% of 59,000 active; AID 589; in the data active = max dye-equivalent concentration above about 10 nM; inconclusive = mostly about 1.1 nM to 9.6 nM
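Compounds in 100 mM Tris, pH 8.0, sat 15 min at room temperature before fluorescence was read at 340 nm excitation/450 nm emission; a per-plate six-point 4-MU standard curve converted signals to dye-equivalent concentration at each compound concentration.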
GFP derepression = epigenetic GFP locus derepression in mouse cells | mouse C127i GFP locus derepression, cytometry, 30 h | Potency, µM (highest dose often 46.1 µM), for inactives: at the top dose GFP derepression (activation) | 0.09% of 68,000 active | AID 597; note: % of control where 0% means no effect
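Murine C127i mammary cells carrying a silenced, stably integrated CMV-driven GFP reporter were treated with compound for 30 hours at 37 C. After PBS washes, GFP-positive cells were counted by laser-scanning microplate cytometry.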
BRCT inh green = BRCA1 BRCT-phosphoprotein interaction inhibition. BRCA1 BRCT-phosphopeptide binding, green fluorescence polarization. Potency, µM (titrated, usually from 76.9 µM), without a hit: at the top dose activity change, negative = inhibition, actives largely listed as inhibitors. 0.05% of 75,000 active. AID 875;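 note: potency is the fitted concentration of half-maximal effect; plate controls were peptide without protein for full effect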
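Compounds were incubated for 12 min at room temperature with a complex of 100 nM fluorescein-tagged pBACH1 decapeptide and 250 nM His-tagged BRCT protein. Buffer was phosphate pH 7.3 with EDTA, DTT and Tween 20. Disruption of binding lowers the polarization signal.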
Hsp90 Hop PPI = changes Hsp90-Hop TPR2A binding signal, up or down; AlphaScreen TPR2A-His6 binding biotin-Hsp90 C-terminal peptide; 0.44% of 71,000 active; Potency, µM (doses to about 57 µM), inactives show at the highest dose activity change, negative = inhibition; AID 595; active = well fitted curve in either direction with a large enough effect; inconclusive = small, poorly fitted or top-dose-only effect, or another doubt; note: potency is the fitted concentration of half-maximal effect; % is set by controls: 0 for no effect and ±100 for the full control effect; many of its hits are not listed in these tables
HBB splicing = modulators of hemoglobin beta chain splicing; HBB splicing reporter cell assay, activation; EGFP reporter with mutant IVS2-654 intron; response scale: normalised to 500 nM splice-correcting PNA; Potency, µM (top dose mostly 46.1 µM), without a hit: top-dose activation, most hits filed as activators; AID 925; 0.06% of 65,000 active; note: potency is the fitted concentration of half-maximal effect; 0% is about no effect
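HeLa cells stably expressing EGFP interrupted by mutant beta-globin intron 2 (IVS2-654), 500/well in 2% FCS. Treated with compound for 2 days at 37C. Splicing correction scored as total well GFP intensity (488 nm excitation, 500-520 nm emission); 500 nM antisense PNA served as control.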
ALOX15 inhib = inhibitors of human 15-lipoxygenase (ALOX15); P16050; 1.4% of 74,000 active; Potency, µM (highest dose often 57.1 µM), without a hit: at the top dose activity change, negative = inhibition, hits mostly inhibitors; AID 887; purified 15hLO-1, xylenol orange hydroperoxide absorbance; note: potency is the fitted concentration of half-maximal effect; % is set by controls: 0 for no effect and ±100 for the full control effect; nearly all actives have a fitted effect of over 55% in size
Target sequence (P16050 whole entry, looked up): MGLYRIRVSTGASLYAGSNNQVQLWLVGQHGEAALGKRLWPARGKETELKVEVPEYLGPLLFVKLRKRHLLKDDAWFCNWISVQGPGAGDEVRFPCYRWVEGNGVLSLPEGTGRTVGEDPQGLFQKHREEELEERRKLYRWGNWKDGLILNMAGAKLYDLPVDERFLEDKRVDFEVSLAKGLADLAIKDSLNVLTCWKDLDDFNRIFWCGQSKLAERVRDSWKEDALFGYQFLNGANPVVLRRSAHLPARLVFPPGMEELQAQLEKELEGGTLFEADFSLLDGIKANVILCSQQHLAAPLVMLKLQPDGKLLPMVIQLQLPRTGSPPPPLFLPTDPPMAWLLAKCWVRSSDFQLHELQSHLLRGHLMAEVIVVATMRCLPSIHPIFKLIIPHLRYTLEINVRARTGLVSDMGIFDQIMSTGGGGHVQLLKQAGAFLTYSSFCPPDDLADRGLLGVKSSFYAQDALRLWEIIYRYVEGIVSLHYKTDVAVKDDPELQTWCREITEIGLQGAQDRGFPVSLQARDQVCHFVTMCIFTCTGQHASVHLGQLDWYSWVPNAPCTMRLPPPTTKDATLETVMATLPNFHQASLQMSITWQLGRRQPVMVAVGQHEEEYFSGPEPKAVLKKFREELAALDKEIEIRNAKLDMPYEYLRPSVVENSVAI
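Purified human 15hLO-1 (40 nM final) in 25 mM Hepes pH 7.5, 0.01% Triton X-100 was preincubated with compound 15 min at room temperature, then reacted 6 min with 50 uM arachidonic acid; hydroperoxide detected by Fe-XO, 573/405 nm absorbance ratio.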
Ub-GFP proteasome = proteasome inhibitors stabilizing ubiquitin-GFP reporter. Ubiquitin-GFP reporter cells, proteasome inhibition, GFP fluorescence; response scale: untreated = 0%, 10 µM MG-132 = 100%. Potency, µM (series often up to 45.9 µM), for inactives: top-dose activation (GFP accumulation), hits mostly activators. 67,000 tested, under 10 active. AID 526; active = well fitted activation curve with a large enough effect, not every such curve was filed as active; inconclusive = small, poorly fitted or top-dose-only effect, or another doubt; inactive = no such curve, though single readings can be large or run the other way; note: potency is the fitted concentration of half-maximal effect
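Proteasome block read as GFP accumulation: ubiquitin(G76V)-GFP U2OS cells exposed to compound (2.9 nM–46 uM) for 4 hr at 37 C. Normalization used untreated cells as 0% and 10 uM MG-132 as 100%; concentration-response curves fitted.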
Pol III holo inh = DNA polymerase III holoenzyme inhibition; reconstituted DNA polymerase III holoenzyme replication, biochemical; Potency, µM (doses to about 57.1 µM), for inactives: at the highest dose activity change, negative = inhibition; 0.25% of 71,000 active; AID 603; note: potency is the fitted concentration of half-maximal effect; % is set by controls: 0 for no effect and ±100 for the full control effect
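Reconstituted *E. coli* holoenzyme (0.35 nM Pol III, 1 nM beta, 154 nM SSB, 2 nM primase) was preincubated with compound for 15 min at RT. Synthesis on 1.4 nM ssM13Gori ran 35 min, then was stopped with PicoGreen/EDTA and read as dsDNA fluorescence.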
* hit, by the source's call; [ ] = another dose, or the depositor's remark. Unless noted, calls come from the whole dose curve; as a rule, active = well fitted curve in the direction sought with a large enough effect; inconclusive = small, poorly fitted or top-dose-only effect, or another doubt; inactive = no such curve, though single readings can be large; an effect the other way counts as inactive or inconclusive. An unsorted share of the library. Share with any hit: about 12%.

How did CCc1ccc(C2CC(c3ccccc3Cl)Nc3nc(N)nn32)cc1 (configuration not stated) do in these assays?
CRE-bla Fsk: -12%; BRCT PPI red: 0.9%; GFP derepression: -2%; BRCT inh green: -0.9%; Hsp90 Hop PPI: -4%; HBB splicing: -1.1%; ALOX15 inhib: 15%; Ub-GFP proteasome: 6%; Pol III holo inh: -5%

How did Cc1nc2ncnn2c(C)c1CCC(=O)N1CCc2ccccc21 do in these assays?
CRE-bla Fsk: inconclusive; A350 autofl: inactive; BRCT PPI red: -0.3%; 4-MU autofl: inactive; GFP derepression: 0%; BRCT inh green: -3.4%; Hsp90 Hop PPI: -2%; HBB splicing: 0.9%; ALOX15 inhib: 6%; Ub-GFP proteasome: 4%; Pol III holo inh: 2%

Results for O=C(Nc1cccc(F)c1)Nc1ccccn1 ?
CRE-bla Fsk: -10%; BRCT PPI red: 0.0%; GFP derepression: 0%; BRCT inh green: -2.3%; Hsp90 Hop PPI: 0%; HBB splicing: -2.2%; ALOX15 inhib: -1%; Ub-GFP proteasome: -7%; Pol III holo inh: -2%

What do the screens show for `O=C(CSc1nnnn1-c1ccc2c(c1)OCCO2)c1cccc2c1OCCO2`?
CRE-bla Fsk: 1%; A350 autofl: inactive; BRCT PPI red: 0.1%; 4-MU autofl: inactive; GFP derepression: -5%; BRCT inh green: 0.7%; Hsp90 Hop PPI: -3%; ALOX15 inhib: -8%; Ub-GFP proteasome: 4%; Pol III holo inh: -7%

Results for Cc1noc(-c2ccccc2OC(=O)c2ccccc2)n1 ?
CRE-bla Fsk: 18%; BRCT PPI red: 0.1%; GFP derepression: 6%; BRCT inh green: -0.6%; Hsp90 Hop PPI: 15%; HBB splicing: 0.3%[9.22 µM]; ALOX15 inhib: -23%; Ub-GFP proteasome: 16%; Pol III holo inh: 3%

Results for CC1CCN(c2nc3c(c(=O)[nH]c(=O)n3C)n2CCSc2nc3ccccc3o2)CC1 ?
CRE-bla Fsk: 1%; A350 autofl: inactive; BRCT PPI red: -0.7%; 4-MU autofl: inactive; GFP derepression: -3%; BRCT inh green: 0.2%; Hsp90 Hop PPI: -3%; ALOX15 inhib: 10%; Ub-GFP proteasome: 2%; Pol III holo inh: -4%

How did CCn1cc(C(=O)N2CC(C)CC(C)C2)c(=O)c2cc(S(=O)(=O)N(C)C)ccc21 (configuration not stated) do in these assays?
CRE-bla Fsk: 1%; BRCT PPI red: -1.9%; BRCT inh green: -1.6%; Hsp90 Hop PPI: -3%[2.3 µM]; HBB splicing: -0.5%; ALOX15 inhib: 5%; Ub-GFP proteasome: -11%; Pol III holo inh: -10%

Results for COC(=O)[C@@]1(Cc2ccc(F)cc2)[C@H]2c3cc(C(=O)N4CCCC4)n(Cc4ccccc4)c3C[C@H]2CN1C(=O)c1ccccc1 ?
CRE-bla Fsk: -1%; BRCT PPI red: -3.0%; BRCT inh green: 0.5%; Hsp90 Hop PPI: -13%; HBB splicing: -1.8%; Pol III holo inh: 0%

How did CCCC(=O)N1CC2(CCC)CN(C(=O)CCC)CC(CCC)(C1)C2=O do in these assays?
CRE-bla Fsk: 2%; A350 autofl: inconclusive; BRCT PPI red: 0.2%; 4-MU autofl: inconclusive; GFP derepression: 0%; BRCT inh green: -1.6%; Hsp90 Hop PPI: -2%; HBB splicing: -1.8%; ALOX15 inhib: 1%; Ub-GFP proteasome: -3%; Pol III holo inh: 0%

Results for CCOc1cccc2cc(C(=O)N3CCc4ccccc4C3)c(=O)oc12 ?
CRE-bla Fsk: -11%; A350 autofl: inactive; BRCT PPI red: -2.5%; 4-MU autofl: inactive; GFP derepression: 4%; BRCT inh green: -1.5%; Hsp90 Hop PPI: -9%; HBB splicing: 0.6%; ALOX15 inhib: inconclusive; Ub-GFP proteasome: -1%; Pol III holo inh: -17%

How did CC(=O)NC(Cc1c[nH]c2ccccc12)C(=O)Nc1ccc2c(c1)OCO2 (configuration not stated) do in these assays?
CRE-bla Fsk: -8%; A350 autofl: inactive; BRCT PPI red: -1.0%; 4-MU autofl: inactive; GFP derepression: 3%; BRCT inh green: 1.4%; Hsp90 Hop PPI: -8%; HBB splicing: -0.3%; ALOX15 inhib: 5%; Ub-GFP proteasome: 8%; Pol III holo inh: 0%

Results for O=S(=O)(/N=S1/CC=CCN1S(=O)(=O)c1ccccc1)c1ccccc1 (configuration not stated) ?
CRE-bla Fsk: inconclusive; A350 autofl: inactive; BRCT PPI red: 0.8%; 4-MU autofl: inactive; GFP derepression: 6%; BRCT inh green: -0.5%; Hsp90 Hop PPI: -3%; HBB splicing: -3.0%; ALOX15 inhib: -5%; Ub-GFP proteasome: 2%; Pol III holo inh: -6%

2 entries drawn at random from the list so far:
What do the screens show for `O=C(CSc1nnnn1-c1ccc2c(c1)OCCO2)c1cccc2c1OCCO2`?
CRE-bla Fsk: 1%; A350 autofl: inactive; BRCT PPI red: 0.1%; 4-MU autofl: inactive; GFP derepression: -5%; BRCT inh green: 0.7%; Hsp90 Hop PPI: -3%; ALOX15 inhib: -8%; Ub-GFP proteasome: 4%; Pol III holo inh: -7%

Results for CCOc1cccc2cc(C(=O)N3CCc4ccccc4C3)c(=O)oc12 ?
CRE-bla Fsk: -11%; A350 autofl: inactive; BRCT PPI red: -2.5%; 4-MU autofl: inactive; GFP derepression: 4%; BRCT inh green: -1.5%; Hsp90 Hop PPI: -9%; HBB splicing: 0.6%; ALOX15 inhib: inconclusive; Ub-GFP proteasome: -1%; Pol III holo inh: -17%

Further entries:
What do the screens show for `Cc1ccc2c(c1)-c1c(cnn1CC(=O)N(CCC#N)c1ccccc1)CO2`?
CRE-bla Fsk: 9%; BRCT PPI red: 1.0%; GFP derepression: -4%; BRCT inh green: -1.0%; Hsp90 Hop PPI: -11%; HBB splicing: -0.4%; ALOX15 inhib: 8%; Ub-GFP proteasome: 6%; Pol III holo inh: -3%

Results for COc1ccc(S(=O)(=O)N(CC(=O)NCc2ccco2)C2CCCCC2)cc1OC ?
CRE-bla Fsk: -6%; A350 autofl: inactive; BRCT PPI red: -1.4%; 4-MU autofl: inactive; GFP derepression: 0%; BRCT inh green: 0.0%; Hsp90 Hop PPI: 1%; HBB splicing: -0.1%[57.5 µM]; ALOX15 inhib: -12%; Ub-GFP proteasome: 5%; Pol III holo inh: -4%

What do the screens show for `Cc1oc(-c2ccccc2F)nc1CS(=O)(=O)CC(=O)NCCN(C)C1CCCCC1`?
CRE-bla Fsk: -7%; BRCT PPI red: -0.8%; GFP derepression: -3%; BRCT inh green: -1.1%; Hsp90 Hop PPI: -2%; HBB splicing: -0.7%; ALOX15 inhib: 0%; Ub-GFP proteasome: 3%; Pol III holo inh: -1%

Results for Cc1csc(NC(=O)CSc2nnc(-c3ccco3)n2C)n1 ?
CRE-bla Fsk: -4%; A350 autofl: inconclusive; BRCT PPI red: 1.3%; 4-MU autofl: inconclusive; GFP derepression: -4%; BRCT inh green: -2.6%; Hsp90 Hop PPI: 3%; HBB splicing: 0.0%[57.5 µM]; ALOX15 inhib: 12%; Ub-GFP proteasome: 2%; Pol III holo inh: 0%

What do the screens show for `COc1ccccc1C(=O)NCCC(=O)N1CC(=O)Nc2ccccc21`?
CRE-bla Fsk: inconclusive; A350 autofl: inconclusive; BRCT PPI red: 2.2%; 4-MU autofl: inconclusive; GFP derepression: 0%; BRCT inh green: -1.2%; Hsp90 Hop PPI: 0%; HBB splicing: -1.4%; ALOX15 inhib: 2%; Ub-GFP proteasome: 4%; Pol III holo inh: -5%

What do the screens show for `CCCCC/C=C\C/C=C\CCCCCCCC(=O)O`?
CRE-bla Fsk: 0%; BRCT PPI red: -0.3%; BRCT inh green: -4.1%; Hsp90 Hop PPI: 2%; HBB splicing: -0.3%; ALOX15 inhib: 0.16µM*; Pol III holo inh: -11%

What do the screens show for `O=C(CSc1nc2ccccc2c(=O)n1Cc1ccco1)c1ccc(F)cc1`?
CRE-bla Fsk: 4%; A350 autofl: inactive; BRCT PPI red: -0.7%; 4-MU autofl: inactive; GFP derepression: 0%; BRCT inh green: 2.6%; Hsp90 Hop PPI: 1%; HBB splicing: -0.2%[57.5 µM]; ALOX15 inhib: -7%; Ub-GFP proteasome: -1%; Pol III holo inh: -9%

How did O=C(O)CCCCCNS(=O)(=O)c1ccc(Cl)cc1 do in these assays?
CRE-bla Fsk: -1%; BRCT PPI red: 0.1%; GFP derepression: 4%; BRCT inh green: -0.6%; Hsp90 Hop PPI: 1%; HBB splicing: 1.0%[9.22 µM]; ALOX15 inhib: 8%; Ub-GFP proteasome: 5%; Pol III holo inh: -7%
